HCV core dimer = blocks dimerization of HCV core protein. TR-FRET GST/Flag-core106 dimerization, 1536-well. inhibition, % at 5 µM. 300,000 tested, 0.33% active. AID 1899;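 active = inhibition above the mean of all tested compounds plus 3 SD, set per screening campaign, cut at about 45% in these data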
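test system = GST/Flag-tagged HCV core106 proteins | probe or stimulus = Eu donor and XL665 acceptor anti-tag antibodies | times = compound-protein-antibody incubation 4 h at 22.5 °C | signal = TR-FRET, excitation 340 nm, emission 617 and 671 nm | measure = percent inhibition of core106 dimerization signal | controls = wells lacking GST-core106 and wells with excess unlabelled core106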
proCasp7 act = counter-screen: procaspase-7 (human) activation | recombinant procaspase-7, Ac-DEVD-pNA absorbance 405 nm; D23A/D198A/D206A triple mutant, cannot self-cleave; scale: DMSO 0, 5 µM enzyme 100 | 330,000 tested, 0.093% active | activation, % at 8.5 µM;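 active = percent activation above the screen-wide mean plus 3 SD, cut at about 25% in these data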
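buffer or medium = Zinc-free HEPES/NaCl buffer, pH 7.4 | material = Procaspase-7 triple mutant (PC-7 D3A) | input = 2 µM procaspase-7 mutant as dispensed | signal = Epi-absorbance of released pNA at 405 nm, two timepoints | timing = 1 h preincubation, 2 h reaction | replicates = singlicate compound testing | evaluation = % activation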
PP1 counter = counter-screen for PP5 inhibitors: inhibitors of human PP1-alpha; purified PP1alpha, OMFP fluorescence; AID 2235; 320,000 tested, 0.9% active; inhibition, % at 6.7 µM; P62136;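 active = inhibition above the mean inhibition of all tested compounds plus 3 SD, computed separately for each screening campaign, cut at about 15% in these data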
CTSL1 counter = cathepsin L1 inhibition, PFM18AAP counter-screen | recombinant F. hepatica cathepsin L1, Z-Leu-Arg-MCA fluorescence | inhibition, % at 5.96 µM | 300,000 tested, 0.49% active | AID 1906;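 active = inhibition above the mean of all tested compounds plus 3 SD, set per screening campaign, cut at about 17% in these data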;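 note: 0% = plate median of test compound wells and 100% = 1 µM Z-Phe-Ala-diazomethylketone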
PP5 inh = blocks human protein phosphatase 5 activity | AID 1987 | P53041 | inhibition, % at 6.7 µM | 320,000 tested, 0.18% active | purified PP5c, OMFP substrate fluorescence;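 active = inhibition above the campaign's mean inhibition across all tested compounds plus 3 SD, cut at about 9.5% in these data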;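 note: 0% = DMSO only and 100% = 100 µM cantharidin control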
proCasp3 act = procaspase-3 (human) activation; recombinant procaspase-3 D3A, Ac-DEVD-pNA absorbance 405 nm; 330,000 tested, 0.11% active; activation, % at 8.5 µM;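 active = activation above the mean of all tested compounds plus 3 SD, cut at about 21% in these data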;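 note: 0% = DMSO alone and 100% = DMSO wells spiked with extra 5 µM PC-3 D3A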
Target sequence (P42574 whole entry D9A/D28A/D175A): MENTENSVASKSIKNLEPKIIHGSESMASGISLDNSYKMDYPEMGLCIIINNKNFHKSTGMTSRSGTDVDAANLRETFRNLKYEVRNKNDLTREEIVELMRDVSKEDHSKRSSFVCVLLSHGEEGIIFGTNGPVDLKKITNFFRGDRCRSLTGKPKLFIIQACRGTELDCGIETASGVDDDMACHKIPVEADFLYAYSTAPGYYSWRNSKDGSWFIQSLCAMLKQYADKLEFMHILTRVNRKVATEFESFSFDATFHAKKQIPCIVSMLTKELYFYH
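Assay system – Procaspase-3 D3A mutant, all three cleavage aspartates alanine · Controls – DMSO-only low control, 5 µM PC-3 D3A high control · Schedule – 1 h compound preincubation, 2 h substrate hydrolysis at 25 °C · Signal – 405 nm absorbance of p-nitroaniline, reads at 0 and 120 min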
JMJD2C inh = human JMJD2C demethylase inhibition. inhibition, % at 2.35 µM. GST-JMJD2C(1-420) H3K9me3 demethylation, DELFIA europium. AID 2099. 330,000 tested, 0.069% active;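 active = more than half of a compound's replicate wells show inhibition beyond 50%, single wells judged on their own value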;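 note: signal counts dimethyl H3K9 product captured on neutravidin plate; 0% = median of DMSO wells and 100% = 0.3 times that DMSO median; strong numbers were not always called active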
VLA-4 inh = inhibition in a human VLA-4 binding assay. P13612. VLA-4 expressing cells, ligand binding flow cytometry. inhibition, % (about 7 µM as worked out from the volumes in the protocol). 330,000 tested, 0.2% active. AID 2557; in the data active = inhibition above about 50%
GRK2 inh = blocks RNA aptamer binding to human GRK2 | 330,000 tested, 0.59% active | bead flow cytometry, FAM-aptamer displacement from GRK2 | P25098 | inhibition of aptamer binding, % at 10 µM;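 active = inhibition of aptamer binding above 40%, roughly 3 SD of noise, on plates passing a quality check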;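 note: median bead fluorescence of bound FAM aptamer so fluorescent compounds give negative values; no value below 0 was filed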
Target sequence (P25098 whole entry, looked up): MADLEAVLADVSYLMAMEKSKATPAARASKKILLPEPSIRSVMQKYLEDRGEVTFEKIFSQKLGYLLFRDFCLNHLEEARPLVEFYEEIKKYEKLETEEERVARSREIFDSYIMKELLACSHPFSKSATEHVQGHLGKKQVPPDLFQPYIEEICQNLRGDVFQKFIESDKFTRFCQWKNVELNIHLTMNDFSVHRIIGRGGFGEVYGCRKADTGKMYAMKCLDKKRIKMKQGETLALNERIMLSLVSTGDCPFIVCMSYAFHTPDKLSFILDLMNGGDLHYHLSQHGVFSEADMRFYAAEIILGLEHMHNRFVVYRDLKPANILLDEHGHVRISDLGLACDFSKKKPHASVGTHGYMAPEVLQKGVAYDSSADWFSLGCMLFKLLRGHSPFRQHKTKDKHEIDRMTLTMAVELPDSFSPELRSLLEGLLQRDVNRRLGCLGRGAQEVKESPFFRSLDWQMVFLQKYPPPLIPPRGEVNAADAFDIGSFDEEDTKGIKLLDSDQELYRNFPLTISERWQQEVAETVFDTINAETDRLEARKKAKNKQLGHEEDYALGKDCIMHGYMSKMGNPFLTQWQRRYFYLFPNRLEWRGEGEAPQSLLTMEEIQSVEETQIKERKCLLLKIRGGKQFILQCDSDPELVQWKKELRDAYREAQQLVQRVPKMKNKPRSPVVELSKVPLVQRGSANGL
Numbers without * were called inactive; . = no result given.

SMILES	HCV core dimer	proCasp7 act	PP1 counter	CTSL1 counter	PP5 inh	proCasp3 act	JMJD2C inh	VLA-4 inh	GRK2 inh
CS(=O)(=O)c1ccc(Cl)c(NC(=O)C2CCCN(C(=O)c3ccc(Cl)cc3)C2)c1 (stereo not drawn)	-2	7	-2	2	1.0	-9	3	-9	0
CC(=O)C1=C(c2ccccc2)N(C(C)=O)n2c(C)nnc2S1	-62	-4	3	-20	0.5	-11	32	6	0
CCOc1ccc(C(=O)NCC(=O)NNC(=O)C2COc3ccccc3O2)cc1OCC (stereo not drawn)	1	-5	-6	2	0.2	-5	3	29	0
CC(C)c1ccc(C2NC(=S)NC3=C2C(=O)CC(C)(C)C3)cc1 (stereo not drawn)	-2	4	2	-1	1.2	-4	9	-8	1
CC(=NCCc1c(C)[nH]c2ccc(C)cc12)C1=C(O)CC(c2ccccc2)CC1=O (stereo not drawn)	9	9	0	-1	2.5	-1	1	0	2
Cc1cc(NC(=O)CSC2=NCCS2)no1	-6	5	-2	-2	4.2	-3	7	5	2
NS(=O)(=O)c1ccc(CCNC(=O)c2cncc(Br)c2)cc1	-5	9	-1	-2	0.7	6	.	2	2
Nc1c(/C=C2/C=CC(=O)C(O)=C2)c(=O)nc2sc(CC(=O)N3CCCC3)nn12	-9	3	-1	3	-0.6	5	-24	3	10
CCOC(=O)C/C(C)=N\Nc1nc(-c2ccccc2)cs1	26	-2	-4	0	-3.4	3	-4	-3	2
CCn1c(CNC(=O)c2ccccc2F)cc2ccccc21	-5	-8	-2	-4	-1.0	1	3	1	0
CC(C)NC(=O)N(C)C[C@H]1Oc2ccc(NC(=O)Nc3ccc(C(F)(F)F)cc3)cc2C(=O)N([C@H](C)CO)C[C@@H]1C	.	1	.	.	.	4	34	8	0
CC12CC3CC(C)(C1)CC(CN1CCOCC1)(C3)C2	0	11	-4	-2	-0.9	-3	-6	32	0
O=C(CSc1cn(CCNC(=O)c2cccs2)c2ccccc12)NC1CCCCC1	-2	-4	0	1	3.1	-1	-9	-6	7
Cc1ccc(CNC(=O)c2ccccc2N(C)S(C)(=O)=O)cc1	-2	-2	-4	-4	0.3	-1	-34	4	1
CC(=O)Oc1ccccc1N1C(=O)c2ccc(C(=O)O)cc2C1=O	-1	10	-2	1	2.4	3	-21	4	0
c1ccc(-c2onc3cc4c(cc23)OCCO4)cc1	-4	-1	-3	1	5.5	-2	4	4	2
CN1CCN(Cc2ccc(-c3ccc(Cl)cc3)o2)CC1	-2	-14	-3	-2	4.5	-7	1	32	2
Cc1cc(C)c(NC(=O)C2CSCCS2)c(C)c1 (stereo not drawn)	-1	-2	-2	-1	-0.3	-4	-1	0	0
CN1CCN(c2ccc(CNC(=O)c3ccco3)cc2)CC1	-4	9	-9	2	2.5	1	0	38	0
COc1ccc(S(=O)(=O)N2CCN(Cc3cccs3)CC2)cc1OC	.	5	.	.	.	-7	5	2	0
CC(=O)OC(C(=O)NC1CCCCC1)c1ccccc1Cl (stereo not drawn)	-3	1	-1	-24	-1.0	-3	5	0	1
Cc1cc(OC(C)C(=O)Nc2ccc(S(=O)(=O)Nc3onc(C)c3C)cc2)cc(C)c1Cl (stereo not drawn)	17	6	-1	2	-0.7	3	131	3	0
NS(=O)(=O)c1ccc(CNC(=O)c2ccccn2)cc1	-3	-6	-3	2	1.6	-2	-1	2	2
Cc1cccc(NC(=O)COC(=O)c2cccs2)c1C	-2	2	-4	-1	1.2	0	-9	3	0
COc1ccc(Cl)cc1NC(=O)c1cc(S(=O)(=O)N2CCCC2)cn1C	12	-13	-1	0	0.9	1	-14	9	4
SMILES	HCV core dimer	proCasp7 act	PP1 counter	CTSL1 counter	PP5 inh	proCasp3 act	JMJD2C inh	VLA-4 inh	GRK2 inh
Cc1ccc(N/N=C(\C#N)C(N)=S)cc1C	5	-10	-1	7	-1.0	-8	2	28	2
O=C(NC(Cc1ccccc1)C(=O)O)/C(=C/c1ccc(Cl)cc1)NC(=O)c1ccco1 (stereo not drawn)	-11	-18	-2	2	-0.7	-8	5	2	2
Cc1cccc(C)c1NC(=O)CN(C)C(=O)C1CCCCC1	.	-11	-3	.	0.1	0	2	2	1
COc1ccc(C(=O)NCC(=O)N/N=C/C(C)=C/c2ccccc2)cc1OC	-2	10	-4	2	3.0	-4	2	-11	2
O=C(NNc1c(Cl)cccc1Cl)c1cccs1	-1	1	-2	-2	-1.5	-5	-3	2	0
O=C(C1CCCN(c2nnc(-n3cccc3)s2)C1)N1CCN(c2ccccc2)CC1 (stereo not drawn)	9	7	5	-1	5.9	-8	4	23	2
CN(C(=O)C1CCC(=O)N(Cc2cccc(F)c2)C1)C1CCCCC1 (stereo not drawn)	1	2	-3	1	2.8	-7	-6	18	4
COc1ccc(Cn2cnc([N+](=O)[O-])c2)cc1[N+](=O)[O-]	0	11	-3	-4	1.7	7	-1	0	3
N=c1n(CC(=O)c2cccc([N+](=O)[O-])c2)c2ccccc2n1Cc1ccccc1	5	-4	3	-1	-1.9	13	61*	11	0
N#CCCN1CCN(S(=O)(=O)c2cc(Cl)ccc2Cl)CC1	-2	4	-4	4	-3.4	4	-1	14	0
O=S(=O)(c1ccccc1)N1CCN(Cc2c(O)ccc3ccccc23)CC1	.	-29	.	.	.	-10	-7	2	0
CC1=CN2C(=N)/C(=C/c3ccco3)C(=O)N=C2S1	-14	-19	0	-9	-9.7	-6	-31	3	7
CCOc1ccccc1NC(=S)N(CCCN1CCOCC1)Cc1cn(C)c2ccccc12	-1	2	-2	2	2.7	-6	6	23	0
Cc1noc(C)c1C(=O)N1CCN(c2ncccn2)CC1	-3	-6	-2	-2	0.0	-4	-12	2	0
C#CCNC(=O)C1=C[C@H](c2coc3ccccc3c2=O)C[C@H](OCc2ccc(CO)cc2)O1	2	5	1	-6	0.5	0	5	-6	1
O=C(COC(=O)c1cnc(Cl)c(Cl)c1)NC1CCCCCC1	.	3	-2	.	2.0	-6	.	21	0
COc1ccc(C(C)=O)cc1CSc1ncccn1	-3	7	0	-1	2.5	9	-7	7	0
COc1ccc([N+](=O)[O-])cc1NC(C)C	-18	6	-7	-3	0.7	1	3	-2	0
COc1ccc(S(=O)(=O)NCc2ccc3c(c2)OCO3)cc1OC	-1	4	-2	4	-1.2	3	2	21	0

Ordered by count of non-hydrogen atoms (largest number first): part of the list above.
SMILES	HCV core dimer	proCasp7 act	PP1 counter	CTSL1 counter	PP5 inh	proCasp3 act	JMJD2C inh	VLA-4 inh	GRK2 inh
C#CCNC(=O)C1=C[C@H](c2coc3ccccc3c2=O)C[C@H](OCc2ccc(CO)cc2)O1	2	5	1	-6	0.5	0	5	-6	1
O=C(NC(Cc1ccccc1)C(=O)O)/C(=C/c1ccc(Cl)cc1)NC(=O)c1ccco1 (stereo not drawn)	-11	-18	-2	2	-0.7	-8	5	2	2
O=C(C1CCCN(c2nnc(-n3cccc3)s2)C1)N1CCN(c2ccccc2)CC1 (stereo not drawn)	9	7	5	-1	5.9	-8	4	23	2
N=c1n(CC(=O)c2cccc([N+](=O)[O-])c2)c2ccccc2n1Cc1ccccc1	5	-4	3	-1	-1.9	13	61*	11	0
COc1ccc(C(=O)NCC(=O)N/N=C/C(C)=C/c2ccccc2)cc1OC	-2	10	-4	2	3.0	-4	2	-11	2
O=S(=O)(c1ccccc1)N1CCN(Cc2c(O)ccc3ccccc23)CC1	.	-29	.	.	.	-10	-7	2	0
COc1ccc(Cl)cc1NC(=O)c1cc(S(=O)(=O)N2CCCC2)cn1C	12	-13	-1	0	0.9	1	-14	9	4
CN(C(=O)C1CCC(=O)N(Cc2cccc(F)c2)C1)C1CCCCC1 (stereo not drawn)	1	2	-3	1	2.8	-7	-6	18	4
COc1ccc(S(=O)(=O)NCc2ccc3c(c2)OCO3)cc1OC	-1	4	-2	4	-1.2	3	2	21	0
Cc1cccc(C)c1NC(=O)CN(C)C(=O)C1CCCCC1	.	-11	-3	.	0.1	0	2	2	1
Cc1noc(C)c1C(=O)N1CCN(c2ncccn2)CC1	-3	-6	-2	-2	0.0	-4	-12	2	0
Cc1cccc(NC(=O)COC(=O)c2cccs2)c1C	-2	2	-4	-1	1.2	0	-9	3	0
COc1ccc(C(C)=O)cc1CSc1ncccn1	-3	7	0	-1	2.5	9	-7	7	0
CC1=CN2C(=N)/C(=C/c3ccco3)C(=O)N=C2S1	-14	-19	0	-9	-9.7	-6	-31	3	7
O=C(NNc1c(Cl)cccc1Cl)c1cccs1	-1	1	-2	-2	-1.5	-5	-3	2	0
Cc1ccc(N/N=C(\C#N)C(N)=S)cc1C	5	-10	-1	7	-1.0	-8	2	28	2
COc1ccc([N+](=O)[O-])cc1NC(C)C	-18	6	-7	-3	0.7	1	3	-2	0

Gathered by group, the compounds so far with a cyano group.
SMILES	HCV core dimer	proCasp7 act	PP1 counter	CTSL1 counter	PP5 inh	proCasp3 act	JMJD2C inh	VLA-4 inh	GRK2 inh
Cc1ccc(N/N=C(\C#N)C(N)=S)cc1C	5	-10	-1	7	-1.0	-8	2	28	2
N#CCCN1CCN(S(=O)(=O)c2cc(Cl)ccc2Cl)CC1	-2	4	-4	4	-3.4	4	-1	14	0

High-throughput results as filed in PubChem.
